High-throughput results from PubChem.
Mito fusion yeast: mitochondrial division inhibition or fusion activation. S. cerevisiae fusion-defective mutant growth rescue, CellTiterGlo 48 h. Potency, µM (series often up to 46.1 µM), without a hit: at the highest dose growth rescue (activation), usual class: activators. 0.23% of 320,000 active. AID 485298;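 further: potency means the concentration at half of the fitted maximal effect; % of control where 0% means no effect; nearly all actives have a fitted effect of over 45% in size; temperature-sensitive fusion mutants such as fzo1-1 at 37 °C on non-fermentable ethanol glycerol medium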
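Read-out: ATP-based luminescence (CellTiterGlo, 10 min ambient) reporting growth of fusion-defective ts yeast after 48 hours at 37C on glycerol/ethanol YPEG medium in the presence of compound.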
NPC1 prom act: NPC1 promoter activation | Huh7 NPC1 promoter luciferase reporter, 24 h | 2.4% of 320,000 active | AID 485313 | Potency, µM (doses to about 9.22 µM), inactives show top-dose activation, actives largely listed as activators;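 further: potency means the concentration at half of the fitted maximal effect; % of control where 0% means no effect; nearly all actives have a fitted effect of over 60% in size; reporter is driven by a mutant NPC1 promoter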
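Readout is luciferase luminescence, reflecting NPC1 promoter activation in stably transfected Huh7 cells after 24 h compound exposure at 37 °C in reduced-serum medium with 10% FBS.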
ELG1 repair inh: inhibitors of ELG1-dependent DNA repair in HEK293T cells | HEK293T ELG1-luciferase reporter, luminescence, 16 h; DNA damage induced by 5-fluorouridine | AID 504467 | 2.3% of 330,000 active | Potency, µM (doses to about 46.1 µM), for inactives: at the top dose activity change, negative = inhibition, usual class: inhibitors; further: potency means the concentration at half of the fitted maximal effect; on the % scale 0 is the no-effect control and ±100 the full control effect; nearly all actives have a fitted effect of over 55% in size
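HEK293T cells expressing luciferase-tagged ELG1 (2,000/well) received 5-Fluorouridine plus compound or DMSO for 16 hr at 37 °C. Luciferase was read by ONE-Glo luminescence after 30 min at room temperature.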
FLuc modulator: firefly luciferase modulation, counter-screen for miR-21 project; Potency, µM (top dose mostly 57.5 µM), without a hit: at the highest dose activity change, negative = inhibition, usual class: inhibitors; AID 588342; purified FLuc, Km substrates, luminescence inhibition; 6.9% of 360,000 active;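 further: potency means the concentration at half of the fitted maximal effect; plate controls were vehicle for no effect and reference inhibitor for full effect; nearly all actives have a fitted effect of over 55% in size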
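Purified P. pyralis luciferase (10nM final) with 10uM D-luciferin and 10uM ATP (Km levels) in 50mM Tris acetate pH 7.5, 10mM Mg acetate, 0.01% Tween-20, 0.05% BSA; qHTS 6-point titration, ~60 µM downward; luminescence read.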
KCNH2 3.1 inh: inhibitors of human KCNH2 3.1 potassium channel isoform. U2OS KCNH2 3.1, thallium flux FluxOr; active compounds read low. activity change, % (tested at about 1.8 µM). 0.95% of 340,000 active. AID 720553;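 active means maximum activity change below -70%; inconclusive means maximum activity change from -70% to -50%; inactive means maximum activity change above -50%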;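 further: thallium influx rate constant from kinetic fluorescence after stimulation buffer; on the % scale 0 is the no-effect control and ±100 the full control effect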
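Measured as rate of thallium-driven FluxOr signal in transduced U2OS cells carrying the 3.1 channel, read kinetically for 2 min upon stimulation; values are rate constants scaled to DMSO control wells.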
Rab9 prom act: activators of Rab9 promoter; Huh7 Rab9 promoter-luciferase reporter, luminescence, 24 h; Potency, µM (doses to about 9.22 µM), without a hit: at the top dose activation, negative = inhibition, actives largely listed as activators; 2.8% of 320,000 active; AID 485297; further: potency means the concentration at half of the fitted maximal effect; % of control where 0% means no effect; nearly all actives have a fitted effect of over 60% in size
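Quantitative HTS format; Huh7 Rab9-luciferase reporter cells (1500/well) receive compound 2 h post-plating, incubate 24 h at 37 °C, then get luciferase reagent for 10 min before luminescence reading.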
Gal4-VP16 FLuc: counter-screen for ROR gamma inhibitors: Gal4-VP16 reporter; Drosophila S2 Gal4-VP16 UAS-luciferase, luminescence, 20 h; Potency, µM (highest dose often 53.6 µM), without a hit: top-dose activity, negative = inhibition, hits mostly inhibitors; 3.5% of 310,000 active;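 further: Gal4-VP16 expression switched on by copper sulfate through the metallothionein promoter; potency means the concentration at half of the fitted maximal effect; on the % scale 0 is the no-effect control and ±100 the full control effect; nearly all actives have a fitted effect of over 50% in size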
PKM2 activator: increases activity of human pyruvate kinase M2 | P14618 | purified PKM2, Kinase-Glo ATP luminescence, activation; response scale: 0% is enzyme alone, no compound | Potency, µM (doses to about 57.5 µM), for inactives: top-dose activation, most hits filed as activators | 0.34% of 260,000 active; further: potency means the concentration at half of the fitted maximal effect; on the % scale 0 is the no-effect control and ±100 the full control effect; nearly all actives have a fitted effect of over 55% in size
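hPK-M2, >95% pure; 0.1 mM ADP / 0.5 mM PEP final; imidazole pH7.2 buffer w/ 7 mM MgCl2, 50 mM KCl; 1 h RT; Kinase-Glo lum. Intermediate enzyme activity for dual inhibitor/activator qHTS.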
RORgamma inh: inhibitors of mouse ROR gamma transcriptional activity; P51450; Drosophila S2 Gal4-RORgamma UAS-luciferase reporter, 20 h; Potency, µM (top dose mostly 53.6 µM), for the others: top-dose activity change, negative = inhibition, usual class: inhibitors; 5.4% of 310,000 active; further: potency means the concentration at half of the fitted maximal effect; on the % scale 0 is the no-effect control and ±100 the full control effect; nearly all actives have a fitted effect of over 60% in size
Target sequence (P51450 whole entry, looked up, the tested form may be a part): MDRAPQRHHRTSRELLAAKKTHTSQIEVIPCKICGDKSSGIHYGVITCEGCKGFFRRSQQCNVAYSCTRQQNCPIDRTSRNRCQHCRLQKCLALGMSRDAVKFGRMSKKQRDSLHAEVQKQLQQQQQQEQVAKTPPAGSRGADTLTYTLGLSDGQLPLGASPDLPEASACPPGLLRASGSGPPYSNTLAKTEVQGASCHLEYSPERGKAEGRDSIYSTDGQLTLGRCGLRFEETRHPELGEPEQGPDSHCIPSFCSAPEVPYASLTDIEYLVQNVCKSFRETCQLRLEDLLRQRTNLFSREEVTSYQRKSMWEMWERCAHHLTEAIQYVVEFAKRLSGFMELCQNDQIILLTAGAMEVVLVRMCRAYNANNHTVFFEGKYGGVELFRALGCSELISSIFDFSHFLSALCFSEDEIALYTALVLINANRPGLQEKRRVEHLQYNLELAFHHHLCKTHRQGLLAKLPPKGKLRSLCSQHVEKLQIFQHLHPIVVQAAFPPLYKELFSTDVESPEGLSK
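Read-out: Photinus luciferase luminescence; inhibitors lower reporter signal. Insect Schneider cells with Gal4-ROR gamma fusion under metallothionein promoter, UAS reporter; 700 uM final copper sulfate induction, 20 hr, ambient temperature.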
MBNL1-CUG inh: MBNL1-poly(CUG) RNA binding inhibition. Q9NR56. TR-FRET MBNL1-His/biotin-(CUG)12 binding, 665/545 ratio. Potency, µM (doses to about 57.5 µM), for the others: top-dose activity change, negative = inhibition, actives largely listed as inhibitors. 0.036% of 280,000 active; active means well fitted inhibition curve with a large enough effect in the signal ratio, with a control signal flat, not every such curve was filed as active; inconclusive means small, poorly fitted or top-dose-only effect, or effect the other way, or a change in a side signal; inactive means no such curve, though single readings can be large or run the other way; the % refers to the signal ratio; further: potency means the concentration at half of the fitted maximal effect; on the % scale 0 is the no-effect control and ±100 the full control effect
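TR-FRET between His-tagged MBNL1 and biotin-(CUG)12 RNA, detected with Tb anti-His antibody (0.055 ng/ul) and streptavidin-XL665 (5 nM), 60 min at room temperature. Compounds titrated 92 nM to 58 uM; 665/545 nm ratio normalized to buffer and complex controls.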
Menin MLL FP TR: inhibitors of human menin-MLL interaction, mutant MLL peptide | O00255 | 0.23% of 270,000 active | Menin + Texas Red MLL mutant peptide, fluorescence polarization | Potency, µM (doses to about 61.6 µM), for the others: top-dose FP activity change, negative = inhibition, usual class: inhibitors; active means well fitted inhibition curve with a large enough effect in the polarisation, with a control signal flat, not every such curve was filed as active; inconclusive means small, poorly fitted or top-dose-only effect, or effect the other way, or a change in a side signal; inactive means no such curve, though single readings can be large or run the other way; the % refers to the polarisation; further: potency means the concentration at half of the fitted maximal effect; % of control where 0% means no effect; many of its hits are not listed in these tables
Target sequence (O00255 whole entry, looked up): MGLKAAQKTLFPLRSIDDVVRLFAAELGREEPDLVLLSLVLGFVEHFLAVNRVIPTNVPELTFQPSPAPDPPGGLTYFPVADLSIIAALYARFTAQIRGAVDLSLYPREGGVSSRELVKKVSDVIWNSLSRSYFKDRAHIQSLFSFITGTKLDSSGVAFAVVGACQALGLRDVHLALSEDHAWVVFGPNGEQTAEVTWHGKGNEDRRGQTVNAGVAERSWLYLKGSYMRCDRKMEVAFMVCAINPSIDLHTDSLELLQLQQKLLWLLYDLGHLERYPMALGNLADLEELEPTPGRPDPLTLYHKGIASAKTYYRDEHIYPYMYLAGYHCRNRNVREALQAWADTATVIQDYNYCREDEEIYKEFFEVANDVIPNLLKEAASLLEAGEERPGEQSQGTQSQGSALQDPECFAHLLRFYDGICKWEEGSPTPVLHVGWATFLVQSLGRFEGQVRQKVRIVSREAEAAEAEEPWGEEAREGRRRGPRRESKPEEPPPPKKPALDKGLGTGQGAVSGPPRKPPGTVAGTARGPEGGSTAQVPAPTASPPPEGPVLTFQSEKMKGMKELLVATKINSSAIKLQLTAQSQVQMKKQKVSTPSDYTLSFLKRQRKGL
* marks the source's active call; other numbers are inactive results; ? = inconclusive; · = not tested or not shown; [ ] = remark or other dose. Unless noted, the call rests on the fitted dose curve; in most records, active means well fitted curve in the direction sought with a large enough effect; inconclusive means small, poorly fitted or top-dose-only effect, or another doubt; inactive means no such curve, though single readings can be large; an effect the other way counts as inactive or inconclusive. A portion of the library. The share of hits here may be higher or lower than overall.

SMILES	Mito fusion yeast	NPC1 prom act	ELG1 repair inh	FLuc modulator	KCNH2 3.1 inh	Rab9 prom act	Gal4-VP16 FLuc	PKM2 activator	RORgamma inh	MBNL1-CUG inh	Menin MLL FP TR
CC1=C(C(=O)Nc2ccccc2)C(c2ccncc2)C(C#N)=C(SCC(=O)Nc2ccccc2)N1 (stereo not given)	2%	-1%	0%	6%	3	2%	-4%	1%	22%	2%	16%
COc1ccc(S(=O)(=O)N2CCCC(C(=O)N3CCN(C)CC3)C2)cc1C (stereo not given)	-5%	-2%	11%	-2%	3	-11%	-16%	0%	?	-6%	-18%
Cc1cnn(C(=O)c2ccccc2Br)c1	-1%	-1%	8%	4%[2.3 µM]	-10	-4%	-5%	-7%	-12%	6%	-8%
O=C(Nc1ccccc1O)c1cc2cc(Br)ccc2oc1=O	-4%	3.5µM*	?	?	19	?	-10%	·	20%	-12%	-1%
CC(=O)Nc1cccc(/C(C)=N/NC(=O)c2c(-c3ccccc3Cl)noc2C)c1	3%	-5%	?	-2%	-6	-16%	20µM*	-5%	?	-11%	-2%
Cc1cccc(N(C)C(=O)c2cnn(-c3ccccc3)c2C)c1	0%	4%	6%	2%	12	4%	7%	0%	?	-8%	6%
Cc1cccc(NC(NC(=O)c2ccccc2[N+](=O)[O-])C(Cl)(Cl)Cl)c1 (stereo not given)	12%	-2%	5%	0%	2	-4%	-6%	-3%	24%	4%	?
O=C(Nc1ccccc1C(F)(F)F)c1cc(-c2ccccc2O)on1	1%	?	?	-21%	-33	4µM*	-4%	0%	19%	6%	-18%
CC(C)(O)C#Cc1ccc(CN2CCC(CO)(CCc3ccccc3)CC2)cc1	-4%	-5%	-8%	1%	7	-5%	-11%	0%	2%	-2%	8%
COc1ccc(NC(=O)CCS(=O)(=O)c2ccc3c(c2)oc(=O)n3C)cc1	2%	-8%	14%	1%	21	5%	4%	·	1%	2%	·
Cc1ccccc1C(=O)OCCCN=C1NS(=O)(=O)c2ccccc21	-2%	-3%	-7%	-1%	13	-1%	6%	-1%	-30%	0%	17%
O=C(Nc1ccc(N2CCN(C(=O)c3ccccc3F)CC2)cc1)c1ncn[nH]1	1%	0%	5%	10%	6	1%	-13%	-4%	-23%	-7%	-1%
COC(=O)c1c(O)cc(=O)n2c1CCCCC2	-4%	-5%	8%	-7%	9	-4%	-3%	-2%	2%	-3%	4%
O=C(NC(=S)Nc1ccc(N2CCOCC2)cc1)c1cccc(Cl)c1	2%	1%	?	-10%	-8	2%	11µM*	4%	2.5µM*	7%	-3%
Cc1nnc(SCC(=O)Nc2ccc(Oc3ccccc3)cc2)n1N	1%	1%	12%	?	-3	8%	0%	-2%	12%	-1%	-13%
Cc1noc(C)c1S(=O)(=O)Nc1ccccc1Oc1ccccc1	2%	0%	-12%	0%	5	2%	0%	-16%	-10%	-3%	·
O=C(Cn1c2c(sc1=O)C1c3ccccc3OCC1CS2)Nc1ccc(Cl)cc1 (stereo not given)	0%	-6%	-25%	3%	-30	-1%	-22%	12%	?	25%	-25%
CN1CCN(CC(=O)n2c3c(c4ccccc42)CCCC3)CC1	-9%	-8%	0%	0%	0	-2%	-2%	0%	-15%	-6%	-15%
O=C1Nc2ccc(NS(=O)(=O)c3cccs3)c3cccc1c23	-3%	0%	?	-11%	2	-3%	-6%	?	-12%	?	12%
CCOC(=O)c1ccccc1NC(=S)N1CCN(C(=O)c2ccco2)CC1	9%	0%	?	1%	-23	9%	4%	3%	-10%	0%	0%
O=C(COc1cccc(C(F)(F)F)c1)NCC(c1ccco1)N1CCCCC1 (stereo not given)	1%	-2%	1%	0%	2	0%	·	·	·	·	·
CC1=NCCN1CCNC(=O)Nc1ccc(C(C)(C)C)cc1	3%	-2%	-20%	-4%	-16	-1%	-2%	-7%	9%	·	·
O=C(NCc1cccnc1)c1cc(S(=O)(=O)N2CCCCC2)ccc1Cl	-1%	-5%	-2%	1%	5	4%	1%	-12%	9%	0%	21%
Cc1cccc(CSCc2ccc(C(=O)NC3CCCC3)o2)c1	19%	0%	-6%	0%	-1	1%	6%[10 µM]	-1%	42%	-16%	?
COc1ccccc1CNc1ncnc2nc[nH]c12	-4%	0%	-18%	-2%	-18	-2%	-15%	-28%	-16%	-12%	13%
Cc1sc2ncn(Cc3ccccc3F)c(=O)c2c1C	3%	-3%	5%	-4%	-7	-2%	26%	-4%	9%	2%	0%
COc1ccccc1NS(=O)(=O)c1cccc(C(=O)NC2CCN(Cc3ccccc3)CC2)c1	-4%	-27%	-2%	1%	-6	-40%[inhibitor]	·	·	·	·	·
O=C(NCCc1ccncc1)Nc1ccccc1Cl	-4%	1%	20%	0%	2	-3%	5%	-1%	13%	2%	21%
CCCn1c(N)c(N2CCCCC2)c(=O)n(CC(=O)Nc2ccc(OC(F)(F)F)cc2)c1=O	0%	0%	11%	-1%	-13	0%	-12%	-3%	16%	2%	20%
COc1ccccc1C(=O)OCCN=C1NS(=O)(=O)c2ccccc21	9%	-2%	-2%	-1%	4	-1%	0%	0%	9%	-2%	1%
CC1CCN(c2nc3ccccc3nc2C(C#N)C(=O)NC2CCCCC2)CC1 (stereo not given)	2%	2%	18%	1%	·	-6%	3%	-4%	4%	-6%	-2%
O=C1CC(N(CCc2ccccc2)C(=S)Nc2ccccc2)C(=O)N1c1ccc(Br)cc1 (stereo not given)	-26%	2%	2%	3%	13	-8%	?	-1%	-8%	4%	?
O=C(Nc1ccccc1F)Nc1ccccc1Br	4%	26%	?	17µM*	11	-17%	?	-1%	31%	-8%	21%
Cc1ccc(OCC(=O)Nc2ccc(CN3CCCCC3)cc2)c(C)c1	-11%	-11%	6%	-3%	6	-6%	-7%	2%	-7%	-9%	-10%
CCn1c(SCC(=O)Nc2cccc(NC(C)=O)c2)nc2c([nH]c3ccccc32)c1=O	5%	-1%	?	0%	-13	1%	-5%	2%	-21%	13%	-24%
COc1cc(Cl)c(CN2CCC(CCC(=O)NC3CC3)CC2)cc1OC	0%	5%	-11%	-2%	9	3%	-8%	3%	-1%	-9%	-1%
CCOC(=O)Cc1cnc(N)s1	-4%	-3%	4%	1%	1	-1%	4%	1%	15%	-9%	-20%
CC(C)N(C(=O)/C=C/c1cccc([N+](=O)[O-])c1)C(C)C	9%	-1%	18%	-3%	1	-1%	5%	-6%	?	?	-11%
S=C(NCc1ccc(Cl)cc1)NC1CCN(Cc2ccccc2)CC1	-5%	-10%	18µM*	3%	-76*	-11%	?	-24%	?	-4%	3%
Cc1ccc(N2C(=O)C3CCC(C)(C2=O)C3(C)C)cc1C (stereo not given)	4%	1%	9%	-10%	2	-1%	-23%	-4%	-19%	-11%	-3%
CCOc1nc(C)ccc1-c1noc(C)n1	-4%	2%	3%	-1%	-40	5%	-5%	-6%	?	2%	5%
CCOc1ccc(S(=O)(=O)NCCC(=O)NCc2ccco2)cc1	-2%	·	·	3%	4	·	12%	-2%	6%	5%	5%
O=C1N(Cc2cccc(Cl)c2)C[C@@H]2C[C@@H](c3cccc4cccnc34)N3CCC[C@@]123	3%	-5%	15%	-3%	?	-1%	6%	-4%	-14%	-12%	-15%
CCC(=O)c1ccc(OCC(=O)Nc2ccccc2C(=O)N2CCCCC2)cc1	-2%	0%	?	0%	-1	-2%	·	·	·	·	·
COc1ccccc1NC(=O)CSc1nnc(COc2ccccc2OC)n1C	4%	-4%	6%	8%	14	2%	-3%	5%	-3%	12%	5%
COc1cc(C2NC(=O)NC(O)(C(F)(F)F)C2C(C)=O)cc(OC)c1OC (stereo not given)	4%	-1%	10%	2%	-3	0%	-9%	5%	-13%	2%	-4%
CC(=O)Nc1nnc(SCc2ccc(F)cc2)s1	5%	27%	?	-3%	-11	28%	1%	6%	25%	-4%	-6%
COc1cc(OC)cc(-c2cc3nc(C)c(CCC(=O)NCc4ccccc4)c(C)n3n2)c1	-17%	-23%	21µM*	?	3	-15%	?	0%	?	-9%	·
CCOc1ccc(CCNC(=O)COC(=O)c2cccc(S(=O)(=O)N3CCOCC3)c2)cc1OCC	-2%	1%	3%	1%	-7	11%	·	·	·	·	·
COC(=O)COc1cccc2c(=O)n(CC(=O)NCCc3ccc(OC)c(OC)c3)ccc12	3%	2%	12%	0%	9	-7%	5%	-19%	-24%	?	3%
CCc1ccc(CN2CCC(n3nccc3NC(=O)c3ccc4c(c3)OCO4)CC2)cc1	-7%	-1%	-11%	-4%	-106*	-7%	6%	1%	13%	-1%	·
